# TRPC6 activator: activates the mouse TRPC6 cation channel | HEK293-TRPC6 membrane potential dye fluorescence; active compounds read high | AID 2550 | B-score at 10 µM | Q61143 | 0.13% of 310,000 active;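 active = B-score of the integrated fluorescence ratio above library mean plus 3 SD, and starting fluorescence ratio within library mean plus 5 SD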;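 note: higher score means more depolarization so channel activation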
# TMEM16A act: activators or potentiators of mouse TMEM16A chloride channel. 0.3% of 340,000 active. HEK293 TMEM16A/YFP-H148Q/I152L, iodide quench fluorescence; active compounds read low. B-score at 10 µM. Q8BHY3;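 active = fluorescence-ratio B-score plate-corrected deviation score at least 3 library SD below zero, with starting fluorescence score within 5 deviations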;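 note: channel opened by trigger with iodide after compound preincubation; score built on the fluorescence ratio of max minus min over baseline; more negative score means more quench and so TMEM16A activation or potentiation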
# MrgX1 PAM: allosterically activates human MrgX1 receptor signaling; Q96LB2; AID 588675; B-score at 10 µM; 0.63% of 310,000 active; MrgX1-HEK293, Fluo-4 calcium flux, FDSS; active compounds read high;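 active = plate-corrected calcium response at least 3 library SD above typical, normal starting fluorescence, not activating the receptor alone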;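 note: compound read alongside a low EC10 to EC30 dose of BAM8-22 agonist; peak minus trough fluorescence over baseline measured at the second addition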
# Target sequence (Q96LB2 whole entry, looked up): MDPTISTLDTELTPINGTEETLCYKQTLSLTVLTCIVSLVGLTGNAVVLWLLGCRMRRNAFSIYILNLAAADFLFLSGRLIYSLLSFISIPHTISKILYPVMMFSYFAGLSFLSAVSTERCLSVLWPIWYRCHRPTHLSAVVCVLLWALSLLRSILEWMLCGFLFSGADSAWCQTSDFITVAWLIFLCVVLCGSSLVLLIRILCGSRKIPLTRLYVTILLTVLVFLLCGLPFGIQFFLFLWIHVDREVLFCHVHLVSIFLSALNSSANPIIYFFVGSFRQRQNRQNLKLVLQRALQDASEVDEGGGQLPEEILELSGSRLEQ
# MrgX1 ag: agonists of human MrgX1 receptor. Q96LB2. MrgX1-HEK293 cells, Fluo-4 calcium fluorescence, agonist mode; active compounds read high. B-score at 10 µM. 0.44% of 310,000 active. AID 588627;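 active = calcium response B-score plate-corrected fluorescence ratio at least 3 library SD, with starting fluorescence B-score inside 5 SD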
#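 Test system: HEK293 cells stably expressing human MrgX1 receptor; amount: 15,000 cells per well; doses: compound delivered in addition one of three; times: overnight plating before 1 h dye loading; detection: Fluo-4 NW calcium-flux fluorescence, kinetic read; read-out basis: B-scored fluorescence response ratio; controls: positive and negative controls per plate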
# RGS4 block: human RGS4 inhibition. P49798. HEK293 M3R/RGS4 inducible, Fluo-4 calcium flux; active compounds read high; triggered by carbachol at its EC20. B-score at 10 µM. 0.45% of 310,000 active. AID 463165;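 active = B-score, a plate-corrected calcium signal, over three deviations above library mean, with baseline fluorescence within five deviations of library mean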;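 note: RGS4 expression induced by doxycycline in cells with stable M3 receptor; B-score is computed from the integrated fluorescence ratio over baseline after carbachol; higher B-score means a larger calcium signal and so more RGS4 inhibition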
# Target sequence (P49798 whole entry, looked up): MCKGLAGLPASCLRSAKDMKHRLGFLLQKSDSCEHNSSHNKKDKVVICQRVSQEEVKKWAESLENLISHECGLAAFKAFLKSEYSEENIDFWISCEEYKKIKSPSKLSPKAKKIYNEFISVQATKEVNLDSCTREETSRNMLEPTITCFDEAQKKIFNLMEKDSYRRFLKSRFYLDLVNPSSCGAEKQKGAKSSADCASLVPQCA
# RGS4 pot: potentiators or activators of RGS4. 0.92% of 310,000 active. B-score at 10 µM. HEK293 M3R/inducible RGS4, carbachol calcium flux Fluo4; active compounds read low;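 active = B-score of the integrated calcium signal more than 4 SD below the library mean, with starting fluorescence not abnormally high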;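 note: negative B-score means reduced calcium response which marks RGS4 activation or potentiation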
#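 Detection: kinetic calcium fluorescence imaging with Fluo4-AM dye, 2 µM / Material: HEK293 cells with stable M3R and inducible RGS4 / Schedule: recording 10 s baseline at 1 Hz, 100 s post-agonist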
# TMEM16A inh: blocks the mouse calcium-activated chloride channel TMEM16A; Q8BHY3; normalized B-score (activity score, 25-100; higher = stronger inhibition) at 10 µM; 1.2% of 310,000 active; AID 588511; HEK293 TMEM16A/YFP iodide influx fluorescence, ionomycin;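 active = ratio plate-corrected score three or more library SD toward inhibition, starting fluorescence score within five deviations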;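 note: score derived from kinetic fluorescence span divided by baseline fluorescence per well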
# HDAC3 inh: inhibitors of human histone deacetylase 3; AID 2718; O15379; inhibition, % at 8.3 µM; 0.15% of 320,000 active; recombinant HDAC3, fluorogenic peptide/trypsin coupled, fluorescence; in the data active = inhibition above about 26%, passing the limit was not always enough; inconclusive = no clear call, values can overlap the other calls
# Target sequence (O15379 whole entry, looked up): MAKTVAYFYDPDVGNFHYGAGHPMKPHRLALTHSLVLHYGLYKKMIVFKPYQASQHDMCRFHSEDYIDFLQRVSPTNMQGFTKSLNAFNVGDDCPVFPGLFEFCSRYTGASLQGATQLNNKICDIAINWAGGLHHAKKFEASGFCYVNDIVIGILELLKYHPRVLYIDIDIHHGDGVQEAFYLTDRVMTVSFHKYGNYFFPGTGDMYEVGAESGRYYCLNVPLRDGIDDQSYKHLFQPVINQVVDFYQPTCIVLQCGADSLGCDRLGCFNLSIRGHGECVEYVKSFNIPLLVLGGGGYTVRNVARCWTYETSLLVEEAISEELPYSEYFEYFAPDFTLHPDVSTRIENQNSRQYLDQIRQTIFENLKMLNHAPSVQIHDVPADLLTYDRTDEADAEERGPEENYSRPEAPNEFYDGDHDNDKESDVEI
# SKKanGAS inh: inhibitors of SKKanGAS S. pyogenes growth in kanamycin (SK-promoter or general growth effect) | BacTiter-Glo, 6 h | inhibition, % at 7.5 µM | 1.3% of 300,000 active;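 active = mean replicate score, as percent of positive control median, at least 50; inconclusive = mean below 50 but one replicate at or above 50; inactive = mean and every replicate below 50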;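 note: strain carries kanamycin resistance gene driven by streptokinase promoter and grows in 40 µg/ml kanamycin; loss of luminescence reflects streptokinase promoter inhibition or plain growth inhibition; 0% = median of DMSO wells and 100% = positive control at its reference dose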
# TRPC6 inh: inhibitors of mouse TRPC6 channel | 1.1% of 310,000 active | AID 2553 | HEK293-TRPC6, membrane potential dye, ACh-evoked depolarization; active compounds read low | B-score at 10 µM | Q61143;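 active = B-score under library mean minus 3 SD, initial fluorescence not abnormally high, positive integrated signal ratio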;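 note: B-score derived from integrated fluorescence ratio over the kinetic read; more negative B-score means stronger inhibition of depolarization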
# MrgX1 antag: human MrgX1 receptor antagonism, primary screen; Q96LB2; MRGX1-HEK293 calcium flux, Fluo-4, BAM8-22 antagonism; active compounds read low; B-score at 10 µM; 1.3% of 310,000 active; AID 588676;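 active = calcium-response B-score plate-corrected more than 3 library SD below zero, starting fluorescence within 5 deviations, no agonist response on first addition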;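 note: peak minus trough fluorescence over baseline after final BAM8-22 challenge near maximal dose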
# The depositor's hits bear a star; i = inactive; ? = inconclusive; · = not tested or not shown.
Compound	TRPC6 activator	TMEM16A act	MrgX1 PAM	MrgX1 ag	RGS4 block	RGS4 pot	TMEM16A inh	HDAC3 inh	SKKanGAS inh	TRPC6 inh	MrgX1 antag
Cn1c(Cc2ccc(Cl)cc2)nnc1SCC(=O)NC1CC1	i	i	i	i	i	i	i	2	8	i	i
COc1cc2c(cc1OC)CN(C(=O)C1CCC(=O)N(CCCN3CCOCC3)C1)CC2 (stereo not drawn)	i	i	i	i	i	i	i	-3	-2	i	i
Cc1ccc(NC(=O)Cn2nnc3ccccc3c2=O)cc1	i	i	i	i	i	i	i	-10	-2	i	i
Cc1cc(C)n(C(=O)/C(C#N)=C/N(C)C)n1	i	i	i	i	i	i	i	5	-5	i	i
CC(C)N(C(=O)COC(=O)CNS(=O)(=O)c1ccccc1F)c1ccccc1	i	i	i	i	i	i	i	-8	-2	i	i
CNC(=O)c1ccsc1NC(=O)c1ccc(S(=O)(=O)N2CCOCC2)cc1	i	i	i	i	i	i	i	8	6	i	i
O=C(C(=O)N1CCN(c2ccccc2F)CC1)c1c[nH]c2ccccc12	i	i	i	i	i	i	i	-1	-1	i	i
O=C(NNc1cc(N2CCOCC2)nc(N2CCOCC2)n1)c1ccc(Cl)cc1Cl	i	i	i	i	i	i	i	5	3	i	i
Cc1ccc(NC(=O)c2ccc(S(=O)(=O)NCC3CCCO3)cc2)cc1C (stereo not drawn)	i	i	i	i	i	i	i	2	-9	i	i
O=C(c1ccc(CS(=O)(=O)Cc2ccccc2)cc1)N1CCCCC1	i	i	i	i	i	i	i	-2	-1	i	i
COc1ccc(S(=O)(=O)N2CCN(Cc3cc(OC)c(OC)c(OC)c3)CC2)cc1	i	i	i	i	i	i	i	-1	3	i	i
O=C(NCc1cc(C(F)(F)F)cc(C(F)(F)F)c1)C1CC(c2ccc(C(F)(F)F)cc2)=NO1 (stereo not drawn)	i	i	i	i	i	i	i	13	10	i	i
CSc1nc(=O)n2cccc(C)c2n1	i	i	i	i	i	i	i	-9	-11	i	i
CCN(CC)S(=O)(=O)c1cccc(NC(=O)CC2CCCC2)c1	i	i	i	i	i	i	i	4	-3	i	i
C=CCN1C(=O)/C(=c2\sc3nc(=O)c(Cc4ccccc4)nn3c2=O)c2ccccc21	i	i	i	i	i	i	i	9	4	i	i
NC(=O)c1ccccc1OCC(=O)O	i	i	i	i	i	i	i	5	-7	i	i
FC(F)(F)c1ccc(C2[C@H]3CN(Cc4cccnc4)[C@H](c4ccccc4)C34CC2(c2cccnc2)C4)cc1 (stereo partly drawn)	i	i	i	i	i	i	i	?	53*	i	i
COc1ccccc1NC(=O)C1=C(C)NC(=O)NC1c1ccc(C)cc1 (stereo not drawn)	·	i	i	i	·	·	i	1	·	·	i
Cc1cc(F)ccc1S(=O)(=O)N1CCCOC1CNC(=O)C(=O)NCC(C)C (stereo not drawn)	i	i	i	i	i	i	i	-5	13	i	i
NC(=O)c1ccsc1NC(=O)C1CCN(S(=O)(=O)c2cccs2)CC1	i	i	i	i	i	i	i	0	-4	i	i
O=C(CSc1nnc(-c2cccs2)o1)N1CCCCC1	i	i	i	i	i	i	i	0	-13	i	i
CSc1ncc(Cl)c(C(=O)C(C#N)c2nc3c(C)cc(C)cc3c(=O)[nH]2)n1 (stereo not drawn)	i	i	i	i	i	i	100*	0	44	i	i
COc1cccc(OCC(O)CN2CCOCC2)c1 (stereo not drawn)	i	i	i	i	i	i	i	3	-1	i	i
CCOc1ccccc1NC(=O)c1cc(S(=O)(=O)N2CCN(CC)CC2)ccc1Cl	i	i	i	i	i	i	i	1	-2	i	i
C=CCOc1ccccc1CNCCCN1CCOCC1	i	i	i	i	i	i	i	1	0	i	-7.3*
O=C(NCc1nnc(SCC(=O)N2CCN(c3ccccc3)CC2)o1)c1c(F)cccc1Cl	i	i	i	i	i	i	i	2	1	i	i
O=C(CSc1nc(-c2cccs2)cc(C(F)(F)F)n1)NCc1ccccc1	i	i	i	i	i	i	i	3	-4	i	i
CCC1CCCCN1c1nc(-c2ccncc2)nc2ccccc12 (stereo not drawn)	i	i	i	i	i	i	i	2	-10	i	i
Cc1ccc(S(=O)(=O)N(C)C)cc1NC(=O)c1n[nH]c(=O)c2ccccc12	i	i	i	i	i	i	i	6	-3	i	i
O=C(CCn1c(=O)oc2ccccc21)Nc1nc2ccccc2s1	i	i	i	i	i	i	i	4	-2	i	i

# (more compounds)
Compound	TRPC6 activator	TMEM16A act	MrgX1 PAM	MrgX1 ag	RGS4 block	RGS4 pot	TMEM16A inh	HDAC3 inh	SKKanGAS inh	TRPC6 inh	MrgX1 antag
Cc1cc2cc(C(=O)N3CCc4c([nH]c5ccccc45)C3c3ccccn3)ccc2o1 (stereo not drawn)	i	i	i	i	i	i	i	·	8	i	i
C=CCNC(=S)Nc1ccc(C)cc1[N+](=O)[O-]	i	i	i	i	i	i	i	0	7	i	i
CCOc1ccc(N(CC(=O)OC)S(=O)(=O)c2ccc(OC)c(OC)c2)cc1	i	i	i	i	i	i	i	4	1	i	i
COCCNC(=O)c1cccc(OC2CCN(Cc3ccc(C(C)C)cc3)CC2)c1	i	i	i	i	i	i	i	-5	4	i	i
Cc1ccc(-n2c(-c3ccccc3)n[nH]c2=S)c(C)c1	i	i	i	i	i	i	i	3	2	i	i
O=C(NCC1CCNCC1)c1ccncc1	i	i	i	i	i	i	i	-1	3	i	i
O=C1CSC(c2ccc(Cl)cc2)N1c1cccnc1 (stereo not drawn)	i	i	i	i	i	i	i	1	-2	i	i
O=C(C1CC1)N1CCCN(C(=O)C2CC2)CC1	i	i	i	i	i	i	i	-4	1	i	i
COC(=O)c1ccc(NC(=O)COc2coc(CN3CCc4ccccc43)cc2=O)cc1	i	i	i	i	i	i	i	2	5	i	i
Cc1ccc(N/C(=C\C(=O)c2ccccc2)C(=O)O)cc1	i	i	i	i	i	i	i	3	-7	i	i
Cn1c(=O)c2c(nc(OCc3ccc4c(c3)OCO4)n2Cc2ccccc2Cl)n(C)c1=O	i	i	i	i	i	i	i	6	-4	i	i
COc1ccc(N(CC(=O)NCc2cccnc2)S(=O)(=O)c2c(C)nn(C)c2C)cc1	·	i	i	i	·	·	i	-4	·	·	i
Cc1c(CN2CCC(CO)(CCOc3ccccc3)CC2)[nH]c2ccc(Cl)cc12	i	i	i	i	i	i	i	5	19	i	i
O=C(CSc1ccc(Cl)cc1)N1CCN(c2ncc(C(F)(F)F)cc2Cl)CC1	i	i	i	i	i	i	100*	9	15	i	i
COc1cc(C)c(C)cc1S(=O)(=O)N1CCCc2ccccc21	i	-11*	7.5*	i	i	i	i	-7	6	i	i
COc1cc(C)c(C(=O)CC(=O)c2c(C)cc(OC)cc2C)c(C)c1	i	i	i	i	i	i	i	2	96*	i	i
OCCN1CCN(Cc2ccc3ccccc3c2)CC1	i	i	i	i	i	i	i	-2	-1	i	i
Cc1cccc(C)c1OCC(=O)NNC(=O)CCNC(=O)c1ccco1	i	i	i	i	i	i	i	·	-7	i	i
COc1cccc(NC(=O)C(Sc2nnc(Nc3ccccc3C)s2)c2ccccc2)c1 (stereo not drawn)	i	i	i	i	i	i	i	-9	39	i	i
COc1cc2c(cc1OC)CN(C(=O)c1ccc(S(=O)(=O)N(C)c3ccccc3)cc1)CC2	i	i	i	i	i	i	i	-3	-3	i	i
COc1cc(Cl)c(C)cc1NC(=O)Cc1cccs1	i	i	i	i	i	i	i	2	2	i	i
COc1cc(C(=O)Nc2ccccc2NC(=O)c2cc(OC)c(OC)c(OC)c2)cc(OC)c1OC	i	i	i	i	i	i	i	-3	-6	i	i
O=S(=O)(NC(=NC1CCCCC1)c1ccccc1F)c1ccccc1	i	i	i	i	i	i	i	14	2	i	i
CN1CCN(C(=O)C2=C[C@H](C3CC3)C[C@H](OCc3ccc(CO)cc3)O2)CC1	i	i	i	i	i	i	i	-7	-1	i	i
CCOC(=O)N1CCN(C(=O)CN(Cc2ccc(Cl)cc2)S(=O)(=O)c2ccc(C)cc2)CC1	i	i	i	i	i	i	i	6	-2	i	i
COc1ccc(NC(=O)C2CCN(C(=O)c3cccs3)CC2)c(OC)c1	i	i	i	i	i	i	i	-5	5	i	i
Cc1ccc(CC(=O)NCCN2CCOCC2)cc1	i	i	i	i	i	i	i	6	-4	i	i
CC(OC(=O)C1CCN(S(=O)(=O)c2ccc(Cl)cc2)CC1)C(=O)NC1CCCCC1C (stereo not drawn)	i	i	i	i	i	i	i	3	0	i	i
CCNS(=O)(=O)c1ccc(NC(=O)c2ccccc2OCC)cc1	i	i	i	i	i	i	i	3	-3	i	i
Cn1c(=O)n(Cc2ccccc2F)c(=O)c2c1nc1n2CCCN1CCc1ccccc1	i	i	i	i	i	i	i	6	8	i	i

# The list continues:
Compound	TRPC6 activator	TMEM16A act	MrgX1 PAM	MrgX1 ag	RGS4 block	RGS4 pot	TMEM16A inh	HDAC3 inh	SKKanGAS inh	TRPC6 inh	MrgX1 antag
COC(=O)c1ccccc1S(=O)c1snnc1C (stereo not drawn)	i	i	i	i	i	i	i	-1	4	i	i
CCC(C)(C)n1nnnc1C(c1cc2cc(C)ccc2[nH]c1=O)N1CCCc2ccccc21 (stereo not drawn)	i	i	i	i	i	i	i	5	8	i	i
CCN(CC)C(=O)c1ccc(-c2nnc(Nc3cccc(O)c3)c3ccccc23)cc1	i	i	i	i	i	i	i	0	15	i	i
COc1cc(C)c(CNc2cc(C)cc(C)c2)cc1C	i	i	i	i	i	i	i	2	1	i	i
CC(=O)Nc1ccc(NC(=O)CNC(=O)COc2ccccc2)cc1	i	i	i	i	i	i	i	-1	-2	i	i
CCOCC(=O)Nc1ccc(F)c(F)c1	i	i	i	i	i	i	i	-4	2	i	i
CCOc1cc(CNc2ncn[nH]2)ccc1OCC(=O)NC(C)(C)C	i	i	i	i	i	i	i	-1	-3	i	i
Cc1cc(C)c(S(=O)(=O)NCCCN2CCOCC2)cc1Br	i	i	i	i	i	i	i	7	-12	i	i
O=C(NCc1ccccc1C(F)(F)F)C1CC(c2ccc(C(F)(F)F)cc2)=NO1 (stereo not drawn)	i	i	i	i	i	i	i	2	1	i	i
COc1cc(CC(=O)Nc2sc3c(c2C(N)=O)CCCC3)cc(OC)c1OC	i	i	i	i	i	i	i	-2	-4	i	i
